HCV core dimer: inhibitors of HCV core protein dimerization, primary screen, biochemical, TR-FRET, high-throughput. TR-FRET GST/Flag-core106 dimerization, 1536-well. inhibition, % at 5 µM. 300,000 tested, 0.33% active. AID 1899, 2009;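 active = inhibition above the mean of all tested compounds plus 3 SD, set per screening campaign, cut at about 45% in these data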
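Assay system: Tagged HCV core106 pair (GST and Flag) | Buffer or medium: KF-containing HEPES buffer, pH 7.45, DTT, CHAPS, BSA | Also added: Eu donor and XL665 acceptor anti-tag antibodies | Dosing: One concentration, 5 µM, in 0.5% DMSO | Timing: 4 h at 22.5 °C | Technique: TR-FRET 671 and 617 nm emission | Repeats: Singlicate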
proCasp7 act: procaspase-7 activators, primary screen, counter-screen for procaspase-3 activator project, biochemical, absorbance, HTS, human; activation, % at 8.5 µM; recombinant procaspase-7, Ac-DEVD-pNA absorbance 405 nm; D23A/D198A/D206A triple mutant, cannot self-cleave; scale: DMSO 0, 5 µM enzyme 100; Caspase-7 (Homo sapiens), P55210; 330,000 tested, 0.093% active;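 active = percent activation above the screen-wide mean plus 3 SD, cut at about 25% in these data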
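Assay system – Uncleavable procaspase-7 mutant enzyme · Quantity – 2 µM procaspase-7 mutant as dispensed · Times – 1 h preincubation, 2 h reaction · Dosing – single nominal 8.5 µM compound dose, 0.8% DMSO final · Buffer or medium – Zinc-free 50 mM HEPES buffer, pH 7.4, with NaCl and Triton X-100 · Detection – Epi-absorbance of released pNA at 405 nm, two timepoints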
JMJD2C inh: inhibitors of GASC-1 histone demethylase, primary screen, biochemical, fluorescence, DELFIA europium. Lysine-specific demethylase 4C (Homo sapiens), Q9H3R0. GST-JMJD2C(1-420) H3K9me3 demethylation. inhibition, % at 2.35 µM. 330,000 tested, 0.069% active. AID 2099, 2009;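 active = more than half of a compound's replicate wells show inhibition beyond 50%, single wells judged on their own value; inconclusive = some, but no more than half, of replicates pass 50% inhibition; inactive = no replicate passes 50% inhibition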;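 note: signal counts dimethyl H3K9 product captured on neutravidin plate; 0% = median of DMSO wells and 100% = 0.3 times that DMSO median; strong numbers were not always called active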
Target sequence (Q9H3R0 1-420 limits assumed): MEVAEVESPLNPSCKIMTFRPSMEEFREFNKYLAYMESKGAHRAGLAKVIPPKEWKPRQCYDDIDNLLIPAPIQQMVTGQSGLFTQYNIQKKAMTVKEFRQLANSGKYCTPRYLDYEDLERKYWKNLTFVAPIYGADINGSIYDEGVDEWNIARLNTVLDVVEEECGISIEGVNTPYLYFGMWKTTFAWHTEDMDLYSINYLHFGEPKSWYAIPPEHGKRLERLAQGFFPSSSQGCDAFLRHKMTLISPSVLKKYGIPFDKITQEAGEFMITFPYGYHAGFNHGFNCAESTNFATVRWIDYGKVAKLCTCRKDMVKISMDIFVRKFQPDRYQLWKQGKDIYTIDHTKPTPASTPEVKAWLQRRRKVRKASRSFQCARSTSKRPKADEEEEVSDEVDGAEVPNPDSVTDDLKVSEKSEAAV
PP5 inh: PP5 phosphatase inhibitors, primary screen, biochemical, fluorescence | purified PP5c, OMFP substrate fluorescence | inhibition, % at 6.7 µM | AID 1987, 2009 | 320,000 tested, 0.18% active | Serine/threonine-protein phosphatase 5 (Homo sapiens), P53041;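 active = inhibition above the campaign's mean inhibition across all tested compounds plus 3 SD, cut at about 9.5% in these data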;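 note: 0% = DMSO only and 100% = 100 µM cantharidin control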
Target sequence (P53041 whole entry, looked up): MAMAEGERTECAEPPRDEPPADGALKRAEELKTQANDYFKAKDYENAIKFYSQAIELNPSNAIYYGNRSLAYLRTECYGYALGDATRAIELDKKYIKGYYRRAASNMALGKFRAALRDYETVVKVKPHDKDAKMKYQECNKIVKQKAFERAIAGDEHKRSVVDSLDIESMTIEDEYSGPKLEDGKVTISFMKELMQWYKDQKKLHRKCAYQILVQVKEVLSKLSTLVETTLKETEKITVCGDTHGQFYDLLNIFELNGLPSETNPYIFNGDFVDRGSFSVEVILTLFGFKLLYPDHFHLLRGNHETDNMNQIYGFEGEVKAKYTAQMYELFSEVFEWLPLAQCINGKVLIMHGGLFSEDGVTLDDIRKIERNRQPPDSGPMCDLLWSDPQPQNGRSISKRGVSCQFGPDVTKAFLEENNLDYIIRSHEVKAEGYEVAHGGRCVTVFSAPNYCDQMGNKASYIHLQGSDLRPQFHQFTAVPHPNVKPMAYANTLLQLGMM
proCasp3 act: activators of human procaspase-3 D3A mutant, primary screen, biochemical, absorbance, PC-3 D3A mutant, single concentration | recombinant procaspase-3 D3A, Ac-DEVD-pNA absorbance 405 nm | Caspase-3 (Homo sapiens), P42574 | 330,000 tested, 0.11% active | activation, % at 8.5 µM | AID 463141, 2010;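 active = activation above the mean of all tested compounds plus 3 SD, cut at about 21% in these data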;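 note: 0% = DMSO alone and 100% = DMSO wells spiked with extra 5 µM PC-3 D3A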
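Assay system: Autoprocessing-dead procaspase-3 D3A mutant enzyme; also added: Ac-DEVD-pNA; doses: one concentration, 8.5 µM nominal, 0.8% DMSO; times: 1 h compound preincubation, 2 h substrate hydrolysis at 25 °C; technique: 405 nm absorbance of p-nitroaniline, reads at 0 and 120 min; measure: % activation between DMSO and enzyme-spiked controls; repeats: single replicate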
TPT1 inhibitor: Candida albicans TPT1 enzyme inhibitors, primary screen, biochemical, fluorescence polarization; AID 1962, 2009; 300,000 tested, 0.81% active; inhibition, % at 5 µM; recombinant caTPT1, FP RNA substrate dephosphorylation;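 active = inhibition above the mean of all tested compounds plus 3 SD, set per screening campaign, cut at about 24% in these data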;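 note: plate controls were DMSO alone for no effect and ferristatin control at 100 nM for full effect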
Fh CTSL1 inh: Fasciola hepatica cathepsin L1 inhibitors, primary screen, counter-screen for PFM18AAP inhibitor project, biochemical, QFRET, fluorogenic peptide substrate; recombinant F. hepatica cathepsin L1, Z-Leu-Arg-MCA fluorescence; inhibition, % at 5.96 µM; 300,000 tested, 0.49% active;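 active = inhibition above the mean of all tested compounds plus 3 SD, set per screening campaign, cut at about 17% in these data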;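 note: 0% = plate median of test compound wells and 100% = 1 µM Z-Phe-Ala-diazomethylketone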
PP1 inh: PP1-alpha phosphatase inhibitors, primary screen, counter-screen for PP5 inhibitor project, biochemical, fluorescence, OMFP substrate, single point. Serine/threonine-protein phosphatase PP1-alpha catalytic subunit (Homo sapiens), P62136. purified PP1alpha. inhibition, % at 6.7 µM. 320,000 tested, 0.9% active. AID 2235, 2010;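 active = inhibition above the mean inhibition of all tested compounds plus 3 SD, computed separately for each screening campaign, cut at about 15% in these data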
Efflux pump mplx: inhibitors of Candida efflux pumps in yeast, primary screen, S. cerevisiae, Nile Red, multiplex | S. cerevisiae Candida pump triplex | inhibition, % at 10 µM | 330,000 tested, 0.44% active | AID 485275, 2010;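 active = plate passing quality check with inhibition over a set limit, or well fluorescence over plate mean plus 4 SD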;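 note: Nile Red retained in pooled yeast measured as flow cytometry median fluorescence; 0% = buffer negative control and 100% = Enniatin B positive control; higher means more Nile Red kept so more efflux inhibition; some compounds called inactive have numbers as strong as hits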
* marks the source's active call; other numbers are inactive results; i = inactive; ? = inconclusive; . = no result given.

[1] CCOc1ccc2nc(SCC(=O)N3CCCc4ccccc43)sc2c1
[2] Cc1onc(-c2ccccc2Cl)c1C(=O)Nc1ccccc1N1CCOCC1
[3] CS(=O)(=O)c1cccc(C(=O)Nc2ccc(-c3nc4ccccc4[nH]3)cc2)c1
[4] CCOC(=O)CSc1nnc(-c2ccoc2C)n1-c1ccc(C)cc1
[5] Cc1[nH]nc2c1C(c1ccc(O)cc1)C1=C(CC(C)(C)CC1=O)N2 (configuration not stated)
[6] O=C(/C=C/c1ccc(N2CCCCC2)c([N+](=O)[O-])c1)c1ccc(S(=O)(=O)N2CCCC2)cc1

compound no.	1	2	3	4	5	6
HCV core dimer	3	0	-7	-11	0	0
proCasp7 act	4	-4	1	0	-4	-7
JMJD2C inh	2	2	-17	-2	15	-10
PP5 inh	3.2	3.2	0.3	-0.6	-1.3	3.3
proCasp3 act	-3	2	14	-2	-3	-6
TPT1 inhibitor	-1	-3	-2	1	3	4
Fh CTSL1 inh	2	-7	3	2	4	-33
PP1 inh	2	2	2	-2	-1	-3
Efflux pump mplx	0.1	-0.2	-0.1	-0.1	0.1	0.5

[7] NS(=O)(=O)c1cccc(NC(=O)CCCC2CCCCC2)c1
[8] Cc1cc(C)c(C)c(S(=O)(=O)N2CCN(C(=O)c3ccc4c(=O)n5c(nc4c3)CCC5)CC2)c1C
[9] CCCCC[C@@H]1C=C(C(=O)O)[C@H](c2ccc(Cl)c(Cl)c2)N1S(=O)(=O)c1ccc(C)cc1
[10] CCC1CCCCN1CCCNC(=O)CS(=O)Cc1nc(-c2ccc(OC)c(OC)c2)oc1C (configuration not stated)
[11] CC(C)c1ccccc1OCC(=O)NN1C(=O)c2ccccc2C1=O
[12] O=C(Cn1cc(S(=O)(=O)Cc2ccc([N+](=O)[O-])cc2)c2ccccc21)N1CCOCC1

compound no.	7	8	9	10	11	12
HCV core dimer	4	-1	.	-14	5	-2
proCasp7 act	-2	1	2	-3	10	5
JMJD2C inh	3	58	3	-1	-5	5
PP5 inh	3.2	3.0	.	-0.8	2.5	0.3
proCasp3 act	-1	3	-8	-12	5	0
TPT1 inhibitor	-2	2	.	-3	1	0
Fh CTSL1 inh	2	-3	.	5	-37	2
PP1 inh	3	3	.	6	-5	-4
Efflux pump mplx	-0.3	0.0	0.0	0.0	0.0	-0.1

[13] COCc1nnc(SCC(=O)NCc2ccccc2)n1-c1ccccc1
[14] COc1cc(/C=N\Nc2nc(-c3ccc(C)cc3)c(NC(C)=O)s2)ccc1O
[15] O=[N+]([O-])c1ccccc1/C=N/Nc1nccnc1Cl
[16] COc1ccc(OCCCC(=O)ON=C(N)c2ccccc2Cl)cc1
[17] Cc1ccc(SCC(=O)OC(C)C(=O)Nc2ccc(S(N)(=O)=O)cc2)cc1C (configuration not stated)
[18] CC(=O)Nc1ccc(OC(=O)c2ccc(Br)c([N+](=O)[O-])c2)cc1

compound no.	13	14	15	16	17	18
HCV core dimer	-3	-2	-2	.	-4	1
proCasp7 act	-3	8	-2	-4	4	5
JMJD2C inh	11	-7	-27	11	1	-3
PP5 inh	-0.4	0.4	0.9	4.2	-1.6	1.9
proCasp3 act	1	-7	4	4	-8	1
TPT1 inhibitor	1	-4	-3	.	0	0
Fh CTSL1 inh	-2	4	0	.	-5	3
PP1 inh	-3	-3	-2	-3	-2	-3
Efflux pump mplx	0.3	-0.2	-0.7	0.2	-0.1	0.0

An excerpt from above in order of the PP5 inh value, high to low:
entry	Molecule	HCV core dimer	JMJD2C inh	PP5 inh	proCasp3 act	TPT1 inhibitor	Efflux pump mplx
16	COc1ccc(OCCCC(=O)ON=C(N)c2ccccc2Cl)cc1	.	11	4.2	4	.	0.2
18	CC(=O)Nc1ccc(OC(=O)c2ccc(Br)c([N+](=O)[O-])c2)cc1	1	-3	1.9	1	0	0.0
14	COc1cc(/C=N\Nc2nc(-c3ccc(C)cc3)c(NC(C)=O)s2)ccc1O	-2	-7	0.4	-7	-4	-0.2

Other records follow.
[19] Cc1nn(CC(=O)NCCCN2CC(C)CC(C)C2)c(=O)c2cccn12 (configuration not stated)
[20] O=C(c1cc2cc(Cl)ccc2[nH]1)N1CCN(Cc2ccc3c(c2)OCO3)CC1
[21] Cc1ccccc1CS(=O)(=O)c1nnc([C@H](CC(C)C)NC(=O)OC(C)(C)C)o1
[22] S=C(c1ccc(-c2cc(Cl)ccc2Cl)o1)N1CCCCC1
[23] CC(=O)Nc1ccc2c(c1)CCCN2C(=O)c1ccccc1
[24] CCc1ccc(NC(=O)CNC(=O)c2nn(-c3ccc(OC)cc3)c(=O)c3ccccc23)cc1

compound no.	19	20	21	22	23	24
HCV core dimer	-8	7	2	-9	-6	2
proCasp7 act	1	7	-13	-13	-8	1
JMJD2C inh	6	i	-8	4	-9	-22
PP5 inh	0.1	0.1	-0.5	3.8	-0.6	5.8
proCasp3 act	-3	5	-14	5	5	-8
TPT1 inhibitor	-2	2	0	-4	0	-3
Fh CTSL1 inh	1	0	82*	2	1	3
PP1 inh	-1	0	-2	3	1	6
Efflux pump mplx	0.0	0.1	0.3	-1.1	0.0	-0.2

[25] O=C(Nc1cccc(-c2nnc(-c3ccccc3)o2)c1)C1CC1
[26] CCOc1ncccc1C(=O)N1CCN(C(c2ccccc2)c2ccccc2)CC1
[27] CC(C)(O)C#Cc1ccc(C(=O)N2CCN(c3ccccc3)CC2)cc1
[28] CCOc1ccc(CN(C)C(=O)CCN2C(=O)c3ccccc3C2=O)cc1OC
[29] CSC1=NC2C(N1)N(C)C(=O)N2C (configuration not stated)
[30] CC1(C2CC2)NC(=O)N(CC(=O)N2CCN(c3ccccc3)CC2)C1=O (configuration not stated)

compound no.	25	26	27	28	29	30
HCV core dimer	0	5	-1	-12	-11	.
proCasp7 act	-4	3	-5	7	-16	-4
JMJD2C inh	1	-1	27	-19	6	-2
PP5 inh	1.9	3.4	2.8	1.9	-9.1	1.3
proCasp3 act	-1	0	-12	-6	5	10
TPT1 inhibitor	2	-6	1	0	-2	.
Fh CTSL1 inh	-6	5	1	0	-1	.
PP1 inh	-7	0	-2	3	5	-6
Efflux pump mplx	0.5	-0.1	-0.1	0.2	-0.1	0.0

[31] COc1cc(CN2CCC(n3nccc3NC(=O)CCCc3ccccc3)CC2)ccc1O
[32] CN=c1scc(-c2ccc(Br)cc2)n1C
[33] Cc1ccc2[nH]c(=O)c(CN(CC3COCCO3)C(=O)Nc3ccccc3F)cc2c1 (configuration not stated)
[34] COc1ccc(C(=O)NC(C)CCc2ccccc2)cc1[N+](=O)[O-] (configuration not stated)
[35] COc1ccccc1/C=N/NC(=O)CNC(=O)c1ccc(S(=O)(=O)N(C)C)cc1
[36] Cc1ccc(C(=O)Nc2nc(-c3ccccc3)c(-c3ccccc3)o2)cc1

compound no.	31	32	33	34	35	36
HCV core dimer	0	-2	3	-5	-7	7
proCasp7 act	-3	5	3	12	-7	-6
JMJD2C inh	?	7	6	-2	-5	11
PP5 inh	0.9	1.1	0.6	-0.2	2.2	-0.3
proCasp3 act	4	-6	2	5	6	0
TPT1 inhibitor	-3	-6	-1	-1	-2	-3
Fh CTSL1 inh	-5	4	-3	-3	-2	1
PP1 inh	-2	-4	-5	3	-4	2
Efflux pump mplx	-0.7	0.0	0.0	0.1	0.1	0.0

[37] O=C(CNCc1ccccn1)Nc1cc(S(=O)(=O)N2CCCCC2)ccc1Cl
[38] Cc1ccc(NC(=O)CN(C)C(=O)Cc2ccc(Cl)c(Cl)c2)cc1
[39] O=C(Nc1c(Cl)cc(Cl)cc1C(=O)NCCN1CCOCC1)c1ccc(Cl)cc1Cl
[40] CCOC(=O)CSc1nnc(-c2ccccc2OC)o1
[41] CCc1ccc(C(C)NC(=O)c2ccncc2)cc1 (configuration not stated)
[42] COC(=O)C1=C(CSc2nc3c(cc2C#N)CN(C)CC3)OC(N)=C(C#N)C1c1ccccc1F (configuration not stated)

compound no.	37	38	39	40	41	42
HCV core dimer	-1	1	1	-2	-3	21
proCasp7 act	-4	-2	0	12	7	-19
JMJD2C inh	6	-3	-4	2	-1	13
PP5 inh	-2.5	0.5	-1.1	-0.3	1.1	3.3
proCasp3 act	0	5	1	0	2	-5
TPT1 inhibitor	-3	1	-1	-2	1	-1
Fh CTSL1 inh	1	0	2	0	-2	2
PP1 inh	-2	-2	0	-4	-2	18*
Efflux pump mplx	-0.1	-0.1	-0.2	0.0	0.2	0.0

[43] CC1(CCc2ccccc2)NC(=O)N(CC(=O)Nc2ccc(S(N)(=O)=O)cc2)C1=O (configuration not stated)
[44] COc1ccc(-c2nn(-c3ccccc3)cc2/C=N/Nc2ccc(Cl)c(C(=O)O)c2)cc1OC
[45] CC(=O)Nc1c2c(nn1-c1ccc(C)cc1)CSC2
[46] Cc1nnc(NC2CCCCC2)[nH]c1=O
[47] CC1(C)NC(=O)N(CC(O)CN(c2ccccc2)S(=O)(=O)c2ccccc2)C1=O (configuration not stated)
[48] C[C@@H]1COC(=O)[C@H](NC(=O)OCC2c3ccccc3-c3ccccc32)C/C=C\C[C@@H](CC(=O)N[C@H](CO)Cc2ccccc2)C(=O)N1
[49] CO/N=C(\c1ccccc1)c1cccnc1
[50] Cn1cnnc1SCc1nc(N)nc(Nc2ccccc2)n1
[51] O=C(CSC1=Nc2ccccc2C2=NC(CC(=O)NC3CCCCC3)C(=O)N12)NCc1ccco1 (configuration not stated)

compound no.	43	44	45	46	47	48	49	50	51
HCV core dimer	-1	10	5	-6	7	.	1	-2	6
proCasp7 act	0	-7	2	-11	13	4	10	11	11
JMJD2C inh	-1	2	15	8	-5	7	-7	5	-3
PP5 inh	-0.1	0.0	-1.2	0.4	1.9	.	-2.8	-0.5	0.9
proCasp3 act	-4	-1	5	9	5	0	-2	5	1
TPT1 inhibitor	0	4	2	-2	-4	.	2	0	-27
Fh CTSL1 inh	-1	-9	0	-1	-1	.	-5	5	2
PP1 inh	-3	1	-5	3	0	.	-6	1	-2
Efflux pump mplx	0.0	0.6	0.9	0.0	0.0	-0.1	-0.1	-0.1	0.0
